Screening data as filed in PubChem.
phage Ecoli inh – growth loss of phage-infected E. coli, primary screen, RecBCD inhibitor project, absorbance, with phage, HTS | AID 651602, 2012 | 0.26% of 360,000 active | inhibition, % at 11.9 µM; in the data active = inhibition above about 11%
SR-BI HDL uptake – inhibitors of SR-BI mediated HDL lipid uptake, primary screen, ldlA[mSR-BI] cells, fluorescence, single point | Scavenger receptor class B member 1 (Mus musculus), Q61009 | ldlA[mSR-BI] CHO cells, DiI-HDL uptake fluorescence, 3 h | inhibition, % at 12.5 µM | 0.96% of 320,000 active | AID 488896, 2010;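 active = mean replicate inhibition of at least 70% and a set share of replicates each scoring 70 or more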;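 also: 0% = median of neutral control wells and 100% = median of positive control wells; values of inactives mirror those of a sister screen read the other way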
Target sequence (Q61009 whole entry, looked up): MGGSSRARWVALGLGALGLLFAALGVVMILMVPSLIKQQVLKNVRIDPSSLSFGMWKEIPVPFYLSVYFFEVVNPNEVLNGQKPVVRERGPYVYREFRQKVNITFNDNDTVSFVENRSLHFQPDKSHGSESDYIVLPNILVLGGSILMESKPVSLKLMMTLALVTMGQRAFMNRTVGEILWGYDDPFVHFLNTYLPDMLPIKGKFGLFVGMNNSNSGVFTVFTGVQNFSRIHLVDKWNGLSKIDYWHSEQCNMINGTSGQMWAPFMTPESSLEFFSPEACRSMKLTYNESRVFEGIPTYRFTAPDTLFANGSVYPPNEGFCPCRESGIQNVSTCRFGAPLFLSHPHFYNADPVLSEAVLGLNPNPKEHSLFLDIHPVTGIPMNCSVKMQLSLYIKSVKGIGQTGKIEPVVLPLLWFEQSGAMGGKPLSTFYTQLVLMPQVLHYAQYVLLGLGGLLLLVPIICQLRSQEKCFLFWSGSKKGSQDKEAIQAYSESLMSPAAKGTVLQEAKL
SR-BI DiI-HDL act – activators of SR-BI mediated DiI-HDL uptake, primary screen, ldlA[mSR-BI] CHO cells, DiI fluorescence. 3 h; 100 = double the neutral-control signal. activation, % at 12.5 µM. 0.096% of 320,000 active. AID 504775, 2011;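 active = mean replicate activation of at least 60% and every replicate at or above 60%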;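 also: 0% = median plate neutral-control signal and 100% = twice that signal; values of inactives mirror those of a sister screen read the other way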
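Test system: SR-BI-overexpressing, LDLR-lacking CHO cells; Medium: Ham's F12 with 0.5% BSA, HEPES 25 mM, pH 7.4; Schedule: 3 h, 37 °C; Technique: bottom-read fluorescence, 550/595 nm.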
MITF TRPM1 HTS – activators of MITF-driven TRPM1 promoter reporter, primary screen, cell-based, SK-MEL-5, luciferase, single point; SK-MEL-5 TRPM1-promoter luciferase, 24 h; % of positive control, neutral wells = 0; activation, % at 12.5 µM; 0.75% of 300,000 active; AID 588334, 2011;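 active = mean activation of at least 80% with every replicate also reaching 80%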;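 also: 0% = neutral control wells and 100% = parthenolide positive control wells; values of inactives mirror those of a sister screen read the other way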
Ecoli viability – E. coli V3065 growth inhibition, primary screen, counter-screen for AddAB inhibitor project, absorbance, OD600; 18 h; inhibition, % at 11.9 µM; 0.27% of 330,000 active; AID 449728, 2010;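 active = inhibition above the campaign's mean inhibition across all tested compounds plus 3 SD, cut at about 9.9% in these data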;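 also: uninfected addAB+ strain grown without phage in ampicillin broth; 0% = DMSO wells and 100% = ciprofloxacin 0.95 µg/ml wells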
Wnt bcat act – Wnt/beta-catenin pathway activators, primary screen, cell-based, plate reader, single point; 1.2% of 300,000 active; activation, % at 9.35 µM; AID 743398, 2014; Wnt/beta-catenin reporter cell assay, activator; in the data active = activation above about 30%, passing the limit was not always enough;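 also: 0% = neutral control wells and 100% = positive control wells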
Tat export inh – E. coli Tat export inhibitors, primary screen, MC4100, TorA-mCherry reporter, fluorescence, single point; inhibition, % at 10 µM; 0.036% of 340,000 active;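 active = mean replicate inhibition at least 50% and at least half of replicates individually reaching 50%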;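 also: exported cargo escapes ClpAP degradation while cytoplasmic cargo is degraded and loses fluorescence; 0% = median of neutral control wells and 100% = median of NaSCN control wells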
AddAB inh – growth inhibition of E. coli expressing H. pylori AddAB, primary screen, AddAB inhibitor project, absorbance; 0.29% of 330,000 active; AID 435030, 2010; inhibition, % at 11.9 µM; in the data active = inhibition above about 12%;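 also: 0% = vehicle wells of infected cells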
CAL PDZ FP-1 – untagged CAL PDZ binding inhibitors, primary screen, biochemical, fluorescence polarization, HTS | Golgi-associated PDZ and coiled-coil motif-containing protein (Homo sapiens), Q9HD26 | AID 602252, 2012 | 0.92% of 300,000 active | purified CAL PDZ, TMR-peptide fluorescence polarization, 1 h | inhibition, % at 24.9 µM;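 active = mean inhibition of at least 30% with at least half of replicates also reaching 30%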;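 also: 0% = DMSO neutral control and 100% = excess unlabeled competitor peptide PRC23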
CAL PDZ FP-2 – CAL PDZ peptide-binding inhibitors, primary screen, biochemical, fluorescence polarization, Cer-tagged CAL PDZ, HTS | 0.02% of 330,000 active | AID 504414, 2011 | Golgi-associated PDZ and coiled-coil motif-containing protein (Homo sapiens), Q9HD26 | inhibition, % at 20 µM | purified CAL PDZ, TMR-peptide fluorescence polarization, 1 h;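 active = highest replicate inhibition of at least 40%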;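 also: plate controls were DMSO neutral control wells for no effect and unlabeled competitor peptide control wells for full effect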
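Material – purified CerCALP PDZ construct · Detection – FP readout, S and P plane fluorescence · Measure – percent inhibition from loss of millipolarization · Controls – unlabelled peptide for full inhibition, DMSO wells as neutral · Probe or stimulus – TMR-labelled reporter peptide T*-PRC34 bound in PDZ groove · Times – 1 h at RT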
The depositor's hits bear a star; . = not tested or not shown.

SMILES	phage Ecoli inh	SR-BI HDL uptake	SR-BI DiI-HDL act	MITF TRPM1 HTS	Ecoli viability	Wnt bcat act	Tat export inh	AddAB inh	CAL PDZ FP-1	CAL PDZ FP-2
O=C(COc1ccc(Br)cc1)Nc1ccc(N2CCOCC2)cc1N1CCOCC1	1.7	23	-23	-7	1.1	0	4	0.6	-4	0.1
COc1ccc(NC(=O)CCOc2cc(C)ccc2C)cc1S(=O)(=O)N1CCCCC1	-2.3	.	.	-12	-3.0	-3	10	-0.5	-4	-0.2
Cc1cc(C)cc(NS(=O)(=O)c2ccc3[nH]cc(C(=O)N4CCc5ccccc54)c(=O)c3c2)c1	1.6	-7	7	-15	1.4	.	-7	2.5	-5	-3.0
Cc1ccc2nc(-c3ccc(N4C(=N)SC5CS(=O)(=O)CC54)cc3)sc2c1 (centres undefined)	4.5	.	.	104*	-1.0	.	-13	1.9	2	-2.5
CCOC(=O)c1ccc2ncc(C(=O)OCC)c(NCc3ccco3)c2c1	2.5	60	-60	28	-1.6	.	-12	-0.8	0	.
O=C(c1cccc(NC2=NC3CS(=O)(=O)CC3S2)c1)N1CCN(c2cccc(Cl)c2)CC1 (centres undefined)	0.8	-1	1	-5	-1.3	-1	-2	1.2	-3	0.3
COc1ccc(C(=O)Nc2ccc(OCC(F)(F)C(F)F)c(C(F)(F)F)c2)cc1OC	0.9	42	-42	4	0.5	.	18	-0.4	-1	-2.0
CSc1nnc(C)c(/C=C/Nc2ccc(F)cc2)n1	0.0	35	-35	-3	1.6	.	-7	4.2	.	-0.5
CCc1nnc(NS(=O)(=O)c2ccc(N=Cc3c(C)[nH]n(-c4ccc(C)c(C)c4)c3=O)cc2)s1	11*	29	-29	8	12*	-3	-2	16*	-2	-1.3
O=c1[nH]c2cc(Cl)ccc2c(O)c1-c1cccc(Oc2ccccc2)c1	4.1	2	-2	2	-3.4	1	-1	-1.3	-1	-1.5
CCOC(=O)C1=C(NC(=S)NC(=O)c2ccccc2)c2ccccc2CC1C(C)C (centres undefined)	1.9	10	-10	-2	-0.6	.	13	-0.1	-4	-3.3
COc1ccc(/C=N/NC(=O)c2ccc(NC(=O)c3ccccc3Br)cc2)cc1	3.3	59	-59	-5	2.1	.	7	3.3	-4	-2.5
CCCCCn1c(CN2CCN(C(=O)c3ccco3)CC2)nc2c1c(=O)n(C)c(=O)n2C	-0.2	4	-4	.	-2.7	61*	-9	1.8	.	-0.5
CC(=O)NC1C(Oc2ccc(C)cc2)OC2COC(c3ccco3)OC2C1O (centres undefined)	1.2	-16	16	-12	2.1	0	9	0.3	-4	0.0
Cc1nc2ccccc2c(=O)n1CCCN1CCOCC1	-0.2	6	-6	-12	0.8	4	0	6.4	-5	-0.5
COc1ccccc1OCCOc1ccc(/C=C2\C(=N)N3N=C(S(C)(=O)=O)SC3=NC2=O)cc1	0.6	23	-23	11	-1.7	0	8	-0.6	-12	-5.1
C=CCNC(=O)NC(=O)Cn1c(=O)c2c(ncn2CC)n(Cc2ccccc2)c1=O	-2.7	9	-9	2	-1.9	1	1	1.0	-18	-1.5
C#CCNC(=O)C1=C[C@H](c2coc3ccccc3c2=O)[C@@H](CCCO)[C@H](OCC)O1	3.6	-30	30	10	-0.2	-3	-7	0.0	-3	-0.1
CC(C)(O)CN(C(=O)c1ccc([N+](=O)[O-])cc1)C1CCCC1	1.6	5	-5	3	.	-4	2	.	0	0.6
CC1(C)CC(=O)C(C=Nc2ccc3[nH]ncc3c2)=C(O)C1	0.1	-18	18	-10	-1.5	.	15	0.1	-3	-0.6
S=c1[nH]nc(Cc2c[nH]c3ccccc23)o1	5.7	-1	1	-3	0.5	.	-5	3.5	-3	-2.9
Cc1cccc(N(C(=O)c2snc(C(N)=O)c2N)C(C(=O)NCC2CCCO2)c2ccc3ncccc3c2)c1 (centres undefined)	0.2	.	.	-8	0.5	-2	3	2.9	-2	-1.5
CC1CCN(C(=O)C2CCN(S(=O)(=O)c3ccc(-n4cnnn4)cc3)CC2)CC1	0.3	-5	5	-3	1.4	-2	6	-0.8	-5	-0.6
CCCCn1c(N)c(N(CC(C)C)C(=O)c2cc(C)nc3ccccc23)c(=O)[nH]c1=O	3.6	0	0	-11	0.0	2	-1	1.7	-6	-1.6
COC1(c2cc(-c3ccccc3)nc(N)n2)CCCCC1	1.7	-27	27	-6	-1.4	.	19	-0.3	-4	.
C=CCn1cccc(C(=O)Nc2cc(OC)cc(OC)c2)c1=O	3.4	3	-3	13	-1.3	0	5	1.2	1	-3.1
CCOCCCNC(=O)C1CCN(S(=O)(=O)CC)CC1	0.3	-7	7	0	0.7	.	8	-1.6	2	-4.5
O=C(c1ccco1)N1CCN(CC(O)COc2ccc3oc4ccccc4c3c2)CC1 (centres undefined)	-0.6	25	-25	-16	0.2	.	3	0.3	3	-3.6
CC1=C(C(=O)Nc2ccc(Cl)cc2)C(c2ccco2)NC(=O)N1 (centres undefined)	1.9	0	0	-12	-0.9	.	-2	1.6	0	-0.5
Cc1ccc(SCC(=O)NCc2ccc(F)cc2)cc1	2.9	-34	34	0	-3.1	-2	4	-3.2	-1	.
CCOc1ccc(NC(=O)C2(c3ccc(OC)c(OC)c3)CCCC2)cc1	4.2	5	-5	-5	0.2	1	-2	5.6	-4	-0.7
Cc1ccc(OCCN2CCN(c3nc(NCc4ccco4)c4ccccc4n3)CC2)cc1	2.0	29	-29	16	5.5	.	5	1.1	-3	-1.2
O=c1cccc(-c2ccc(Br)cc2)o1	-0.2	-25	25	11	-0.8	.	-8	2.7	-7	-0.4
CC(=O)Nc1ccc(-c2ccnc(-c3ccc(NC(C)=O)cc3)n2)cc1	0.0	46	-46	-2	0.2	1	0	0.9	-5	-4.7
O=C(NCCO)/C(=C/c1ccc(Br)cc1)NC(=O)c1cccs1	1.9	-8	8	-9	1.4	-5	-5	2.1	.	-1.1
COCc1cc(=O)[nH]c(Nc2nc3ccccc3o2)n1	-0.6	13	-7	5	-6.4	-6	18	-6.4	0	-1.7
COc1ccc(-c2cc(C(=O)OCc3ccccn3)c3ccccc3n2)cc1	1.9	.	.	18	-1.4	2	11	4.1	.	-1.8
CCCOc1ccc(C(F)(F)F)cc1NC(=O)CCc1c(C)noc1C	1.1	23	-23	1	0.0	-4	-2	-0.9	0	-0.3
CC(C)C1N=C2c3ccccc3N=C(SCC(=O)NCCc3ccc(S(N)(=O)=O)cc3)N2C1=O (centres undefined)	2.0	-5	5	.	-0.5	3	2	2.3	-2	-2.6
Cc1ccc(CNC(=O)C(C)OC(=O)c2ccco2)cc1 (centres undefined)	1.2	-1	1	4	-3.2	.	-4	0.0	.	-1.7

Part of the list above in a different format.
Every second line gives: phage Ecoli inh	SR-BI HDL uptake	SR-BI DiI-HDL act	MITF TRPM1 HTS	Ecoli viability	Wnt bcat act	Tat export inh	AddAB inh	CAL PDZ FP-1	CAL PDZ FP-2
> CCCOc1ccc(C(F)(F)F)cc1NC(=O)CCc1c(C)noc1C
 : 1.1	23	-23	1	0.0	-4	-2	-0.9	0	-0.3
> CC(C)C1N=C2c3ccccc3N=C(SCC(=O)NCCc3ccc(S(N)(=O)=O)cc3)N2C1=O (centres undefined)
 : 2.0	-5	5	.	-0.5	3	2	2.3	-2	-2.6
> COCc1cc(=O)[nH]c(Nc2nc3ccccc3o2)n1
 : -0.6	13	-7	5	-6.4	-6	18	-6.4	0	-1.7
> O=C(NCCO)/C(=C/c1ccc(Br)cc1)NC(=O)c1cccs1
 : 1.9	-8	8	-9	1.4	-5	-5	2.1	.	-1.1
> Cc1ccc(CNC(=O)C(C)OC(=O)c2ccco2)cc1 (centres undefined)
 : 1.2	-1	1	4	-3.2	.	-4	0.0	.	-1.7
> Cc1ccc(OCCN2CCN(c3nc(NCc4ccco4)c4ccccc4n3)CC2)cc1
 : 2.0	29	-29	16	5.5	.	5	1.1	-3	-1.2

Next part.
SMILES	phage Ecoli inh	SR-BI HDL uptake	SR-BI DiI-HDL act	MITF TRPM1 HTS	Ecoli viability	Wnt bcat act	Tat export inh	AddAB inh	CAL PDZ FP-1	CAL PDZ FP-2
COc1cc(C2C(C(=O)c3ccc(C)o3)=C(O)C(=O)N2c2cc(C)on2)cc(OC)c1OC (centres undefined)	1.7	-24	24	-4	1.8	0	0	0.9	0	-1.6
COc1ccc(Br)cc1/C=N/Nc1ccc(S(=O)(=O)Nc2ccccc2C(=O)O)cc1[N+](=O)[O-]	2.5	-16	16	4	.	4	-3	.	-1	-0.1
CCOC(=O)/C=c1/s/c(=C/c2ccccc2OC)c(=O)n1CC(=O)N1CCOCC1	-1.1	19	-19	-1	.	4	9	.	-4	-0.8
Cc1ccc(C)c(NC(=O)CN(C)C(=O)c2ccc(-n3cncn3)c([N+](=O)[O-])c2)c1	1.0	9	-9	11	-0.6	-3	-14	-0.3	1	-0.4
O=C(CSc1nccn1-c1ncc(C(F)(F)F)cc1Cl)c1ccc(Br)cc1	.	-7	7	13	3.0	.	-10	1.4	-5	0.3
CC(C)(C)c1ccc(C(=O)NCC(=O)O)cc1	3.0	-10	10	-4	0.7	-1	0	4.8	-2	0.0
Cc1ccc2c(c1)C1CN(C)CCC1N2C(=O)c1ccccc1NS(=O)(=O)c1ccc(F)cc1 (centres undefined)	2.8	-29	29	-11	-3.3	-4	-2	-0.3	-6	-0.4
COc1ccc(NS(=O)(=O)c2cccc(C(=O)N/N=C(\C)c3cccnc3)c2)cc1	1.1	-2	2	-4	.	-1	-5	.	-3	-1.4
COc1ccc(NC(=O)COC(=O)c2c(F)cccc2Cl)cc1OC	2.4	.	.	.	1.4	12	.	4.4	.	.
Cc1ccc(C(=O)N/N=C/c2ccc([N+](=O)[O-])s2)cc1	4.6	64	-64	-104	1.0	.	2	2.2	1	0.0
O=C(NCC1CCCO1)c1nn2c(C(F)(F)F)cc(-c3cc(Br)cs3)nc2c1Br (centres undefined)	-0.8	22	-22	-16	0.7	-4	-10	3.4	-4	-2.3
CN(C(=O)CSc1nnc(-c2ccco2)o1)C1CCCCC1	0.1	-7	7	48	2.8	.	-3	0.0	0	-0.2
